# NOD1 NF-kB reporter = NOD1 signaling inhibitors, primary screen, cell-based, luminescence, uHTS (AID 1578). actives 1% (n = 290,000). NOD1-driven NF-kB luciferase reporter cells, luminescence; higher % means a stronger effect. one-dose inhibition, % at 4 µM; EC50 in µM for titrated hits; in the data active means inhibition mostly above about 36%, no sharp cut-off; inactive means mostly below about 34%;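 further: HEK-293T reporter cells stimulated with the NOD1 agonist gamma-tri-DAP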
# HIV fusion peptide = inhibitors of HIV fusion peptide binding, primary screen, biochemical, uHTS, fluorescence dequenching (AID 1986); cell-free peptide binding, fluorescence dequenching, 30 min; higher % means a stronger effect; one-dose inhibition, % at 20 µM; IC50 in µM for titrated hits; actives 0.3% (n = 290,000); in the data active means inhibition mostly above about 52%, no sharp cut-off; inactive means mostly below about 76%; further: some results filed as inactive read as strong as hits
# NS5 inhibitors = flavivirus cap methylation enzyme inhibition – biochemical, confirmation dose response, primary screen (AID 588689). Dengue-2 NS5 methyltransferase capping enzyme assay, biochemical; higher % means a stronger effect. one-dose inhibition, % at 25 µM; IC50 in µM for titrated hits. actives 0.3% (n = 340,000); in the data active means a potency from the dose series; inconclusive means inhibition above about 29% without an active follow-up result
# HEK293 NOD2/NF-kB = NOD2 signaling inhibitors, cell-based, luminescence, uHTS, HEK293 (AID 1566); HEK293 NOD2/NF-kB luciferase reporter, luminescence; higher % means a stronger effect; one-dose inhibition, % at 4 µM; EC50 in µM for titrated hits; actives 0.63% (n = 290,000); further: many of its hits are not listed in these tables
# Yfh1-depleted yeast = mitochondrial function rescue without frataxin homolog – Friedreich's ataxia, plus single-dose screen, dose response (AID 1465) | fold induction at 50 µM; hits with a dose series show EC50 in µM | S. cerevisiae Yfh1-off respiration, WST-1 reduction, 72 h; higher fold induction means a stronger effect | actives 0.074% (n = 220,000);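 active means fold induction of absorbance versus untreated yeast above a set limit, then at least 30% activation at any dose in follow-up; inconclusive means repeats straddling the limit, or above it without dose testing; inactive means fold induction below the set limit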;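 further: activators that raise dye reduction in frataxin-depleted yeast; strong numbers were not always called active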
# KOR beta-arrestin-1 = KOR agonists, beta-arrestin recruitment, primary screen, cell-based, luminescence, uHTS (AID 1777); KOR beta-arrestin recruitment, luminescence; higher % means a stronger effect; actives 0.02% (n = 280,000); activation, % at 10 µM, or EC50 in µM where a hit was titrated; in the data active means activation above about 50%, passing the limit was not always enough; further: a part of the inactive calls stands beside numbers as strong as those of hits
# KOR beta-arrestin-2 = KOR antagonists, beta-arrestin recruitment, cell-based, luminescence, uHTS (AID 1778) | KOR beta-arrestin recruitment, luminescence, antagonist mode; higher % means a stronger effect | inhibition, % at 10 µM, or IC50 in µM where a hit was titrated | actives 0.091% (n = 290,000); further: strong numbers were not always called active
# AID2073 = inhibitors of Mint1-CaV2.2 protein interaction, biochemical, HTRF (AID 2073); actives 0.19% (n = 290,000); HTRF protein-protein interaction, Mint1-CaV2.2; higher % means a stronger effect; inhibition, % at 20 µM; hits with a dose series show IC50 in µM; in the data active means inhibition mostly above about 51%, no sharp cut-off; inconclusive means no clear call, values can overlap the other calls; inactive means mostly below about 53%; further: some results filed as inactive read as strong as hits
# West Nile antiviral = inhibition of WNV-induced cytopathic effect – cell-based, CPE readout (AID 1621) | actives 0.02% (n = 290,000) | one-dose CPE inhibition, % at 10 µM; IC50 in µM for titrated hits | West Nile virus-infected cells, CPE inhibition; higher % means a stronger effect; in the data active means a potency from the dose series; inconclusive means CPE inhibition mostly from about 3.7% at the one dose, without a potency; inactive means the rest, 99 in 100 with CPE inhibition below about 2.2%; further: strong numbers were not always called active
# * hit, by the source's call; i = inactive; u = inconclusive; x = not tested or not shown; [ ] = remark or other dose. Unless noted, no stated cut-off is given here; in the data, active means inhibition above about 50%; inactive means the rest. Some of the compounds tested; count on the stated rates, not on these rows.
# Start of the listing, in advance:
SMILES,NOD1 NF-kB reporter,HIV fusion peptide,NS5 inhibitors,HEK293 NOD2/NF-kB,Yfh1-depleted yeast,KOR beta-arrestin-1,KOR beta-arrestin-2,AID2073,West Nile antiviral
O=C(O)c1ccc(CSc2nc3ccccc3o2)cc1,4.1%,1.4%,9.1%,6.5%,i,3.0%,-27.9%,-0.8%,0.5%
CCn1ccnc1CN(C)Cc1nc(-c2ccc(C(=O)OC)cc2)no1,7.6%,-0.7%,-3.2%,15.2%,i,3.5%,35.8%,-0.3%,0.2%

# All compounds of this part, repeating the preview:
SMILES,NOD1 NF-kB reporter,HIV fusion peptide,NS5 inhibitors,HEK293 NOD2/NF-kB,Yfh1-depleted yeast,KOR beta-arrestin-1,KOR beta-arrestin-2,AID2073,West Nile antiviral
O=C(O)c1ccc(CSc2nc3ccccc3o2)cc1,4.1%,1.4%,9.1%,6.5%,i,3.0%,-27.9%,-0.8%,0.5%
CCn1ccnc1CN(C)Cc1nc(-c2ccc(C(=O)OC)cc2)no1,7.6%,-0.7%,-3.2%,15.2%,i,3.5%,35.8%,-0.3%,0.2%
NC(=O)c1cccnc1Nc1ccccc1F,-37.2%,0.7%,-4.5%,-1.6%,i,-2.6%,10.6%,-6.5%,0.3%
Cc1ccc(CN2C(=O)CCC2C(=O)NCC2CCCO2)cc1 (configuration not stated),-28.8%,1.6%,-2.2%,4.5%,i,-4.1%,-18.9%,3.6%,0.5%
CSc1ncc(CO)n1Cc1ccccc1,-42.2%,0.4%,-3.0%,0.3%,i,0.2%,-22.1%,-6.2%,0.5%
CC(C)C1N=C(c2ccc3c(c2)OCO3)CC(c2ccccc2O)N1 (configuration not stated),-77.8%,-2.0%,-15.4%,-81.0%,i,9.9%,19.5%,5.5%,u
O=c1c(Cc2ccc(Cl)cc2)c(O)ccn1Cc1cccc(Cl)c1,0.7%,-1.0%,-4.8%,-1.0%,i,-2.5%,22.9%,2.0%,0.1%
COC(=O)C1=C(C)N=c2s/c(=C3\C(=O)Nc4ccccc43)c(=O)n2C1c1ccccc1 (configuration not stated),-23.6%,-1.8%,x,23.2%,x,1.2%,12.4%,6.6%,x
CC(=O)Nc1ccc(CC#N)cc1,0.6%,-1.8%,-1.5%,11.1%,i,1.6%,15.3%,21.1%,0.3%
Cn1c(=O)[nH]c(=O)c2c1nc(N1CCOCC1)n2CC(O)COc1ccccc1 (configuration not stated),19.3%,-1.5%,-2.1%,-8.7%,i,-9.8%,43.6%,13.1%,0.2%
Cc1ccccc1Nc1nccc(N(C)C)c1C#N,-9.4%,-0.5%,x,-1.1%,i,-3.7%,-9.8%,-8.9%,0.6%
Cc1ccc(/C(O)=C2\C(=O)C(=O)N(c3cc(C)on3)C2c2cccc(Cl)c2)cc1 (configuration not stated),x,-1.0%,23.6%,13.4%,i,4.3%,-15.5%,10.2%,0.1%
Fc1ccc(CNC(=S)NC2CCCCC2)cc1,-20.6%,-0.9%,-9.0%,8.6%,i,-2.3%,-8.3%,-0.1%,-0.1%
COc1ccccc1N1CCN(C2CCN(C(=O)c3cccs3)CC2)CC1,-42.2%,-1.4%,0.8%,4.4%,i,-6.0%,9.5%,-9.2%,0.1%
CC(C)c1ccc(NC(=O)NCc2cccnc2)cc1,-25.2%,0.3%,-2.0%,1.7%,x,-2.3%,1.1%,5.3%,-0.2%
Cc1ncc(C23CC4CC(CC(C4)C2)C3)[nH]1,2.4%,0.8%,-5.6%,-11.8%,i,-1.5%,6.5%,-6.2%,-0.9%
COc1ccc(C(C(=O)NC2CCCCC2)N(C(=O)c2sc(C)nc2C)c2ccccc2C)cc1 (configuration not stated),14.8%,-1.6%,2.7%,8.1%,i,10.5%,7.1%,-3.6%,0.3%
COc1ccccc1S(=O)(=O)Cc1ccc(C(=O)N2CCN(c3ccccc3)CC2)o1,-16.9%,0.5%,-4.8%,18.0%,i,2.6%,-30.2%,-1.8%,-0.4%
Cc1onc(-c2ccccc2)c1C(=O)OCC(=O)c1ccccc1,-32.8%,-1.4%,-9.4%,-11.3%,i,-1.0%,27.7%,u,-0.4%
CC(NC(=O)C(C)(C)C)C(c1cccs1)N1CCN(Cc2ccccc2)CC1 (configuration not stated),-6.2%,-0.1%,-4.0%,-4.8%,i,-3.7%,-0.6%,-1.0%,-0.3%
O=C(NCCCN1CCOCC1)C1(c2ccccc2)CCCC1,-17.1%,-2.7%,-0.7%,4.7%,i,1.2%,11.4%,-3.6%,-0.3%
O=C(CSc1nnnn1-c1cccc2ccccc12)NC(C(=O)O)(c1ccccc1)c1ccccc1,15.2%,3.1%,-3.7%,13.0%,i,-3.6%,-21.5%,5.7%,0.0%
CCCSc1nc2c(cnn2-c2ccccc2)c(=O)[nH]1,15.9%,-2.5%,-0.7%,9.2%,i,0.6%,-69.0%,-2.5%,0.2%
Cc1cc(N2CCOCC2)c2c(N)cc(C)c(C)c2n1,30.4%,-2.3%,-0.7%,24.0%,i,-9.2%,14.8%,-2.0%,1.0%
Cc1ccc(OCC(=O)Nc2ccc(N3CCN(C(=O)c4ccco4)CC3)cc2)cc1C,-9.9%,-1.6%,1.5%,20.4%,i,x,-14.4%[20 µM],5.0%,-0.9%
O=C(O)CCn1cc(/C=C/C(=O)c2ccc(Cl)cc2)c(-c2ccc(Br)cc2)n1,52.9%,21.4µM*,12.8%,-136.9%,i,-6.9%,-14.2%,14.2%,1.5%
COc1ccc(-c2nc(-c3ccc(Br)o3)no2)cc1OC,-40.9%,0.1%,0.7%,-47.6%,i,26.5%,23.9%,15.4%,0.1%
CCCN(CCC)CCCNC(=O)c1cn(CC)c2ccc(S(=O)(=O)N3CCOCC3)cc2c1=O,3.9%,1.3%,-5.5%,14.1%,x,5.3%,-13.6%,-1.6%,0.0%
CCOc1ccc(CN2CCN(Cc3ccc(C)o3)CC2CCO)cc1 (configuration not stated),-20.3%,-0.3%,-3.5%,-10.5%,i,-8.3%,-1.4%[20 µM],16.0%,-1.0%
Cc1cc(C(F)(F)F)nn1-c1nc(-c2ccco2)cc(C(F)(F)F)n1,-18.0%,1.3%,3.2%,7.1%,i,-1.6%,10.0%,0.9%,0.9%
CCCOc1ccc(Br)cc1/C=N/NC(=O)c1cc(OC)c(OC)c(OC)c1,9.9%,1.5%,-11.0%,-23.0%,i,-0.8%,-40.1%,7.8%,-0.1%
Cc1[nH]c2ccccc2c1CCN(Cc1cccnc1)C(=S)NC(C)(C)C,6.7%,-0.6%,-2.3%,6.7%,x,-4.0%,18.0%,-9.5%,-0.6%
O=C(NCCCn1ccnc1)C(Cc1ccc([N+](=O)[O-])cc1)N1C(=O)c2ccccc2C1=O (configuration not stated),-14.6%,0.2%,-7.8%,14.7%,i,9.0%,20.9%,-2.2%,0.1%
N#C/C(=C/c1cccnc1)c1ccccc1,-4.0%,0.8%,-6.4%,1.2%,x,-0.6%,-27.6%[20 µM],-3.2%,0.3%
CCn1c(C(O)c2cc(OC)c(OC)c(OC)c2)nc2ccccc21 (configuration not stated),-1.2%,-1.2%,-7.5%,10.9%,x,-1.7%,-11.9%[20 µM],16.5%,-0.6%
Cc1ccc(C2CC(c3cccs3)=NN2S(=O)(=O)c2ccc(C)cc2)cc1 (configuration not stated),-18.1%,0.7%,-8.4%,-10.0%,i,-1.5%,-2.0%,-6.6%,-1.1%
NCCCCC(NC(=O)C1CCCN1C(=O)C1CSSCC(N)C(=O)NC(Cc2ccc(O)cc2)C(=O)NC(Cc2ccccc2)C(=O)NC(CCC(N)=O)C(=O)NC(CC(N)=O)C(=O)N1)C(=O)NCC(N)=O (configuration not stated),-46.1%,2.9%,x,-29.3%,x,-1.8%,-20.1%,2.5%,x
Cc1c(C(=O)c2ccc([N+](=O)[O-])cc2)c(=O)n(C)c(=O)n1C,-15.9%,-0.7%,x,17.7%,i,-0.4%,-51.7%[20 µM],-9.9%,1.2%
CCN(CC)C(=O)Oc1ccc2c(c1)O/C(=C\c1ccco1)C2=O,0.1%,17.7%,0.7%,-1.5%,x,-0.8%,9.8%,u,-1.8%
CCN(CC)C(=O)CSc1nc(C)cc(C)c1C#N,-34.5%,-1.0%,-8.5%,7.0%,i,-1.3%,-3.0%,-18.3%,0.0%
O=[N+]([O-])c1ccc(N2CCN(S(=O)(=O)c3ccccc3[N+](=O)[O-])CC2)cc1NCc1cccnc1,2.1%,-2.5%,-5.8%,9.3%,i,4.5%,-16.0%,12.0%,-1.1%
Cc1ccc(S(=O)(=O)NC(=O)c2ccc(-c3ccc(C)c4ccccc34)o2)cc1,-0.7%,23.3%,2.0%,-18.4%,i,0.6%,-21.2%,17.4%,-0.1%
O=C(NC(=S)NNC(=O)c1cccs1)c1ccc(Br)o1,-6.8%,1.0%,-5.6%,22.1%,i,-2.3%,16.8%,-25.8%,-0.2%
COc1cc(/C=N/NC(=O)Cc2csc(C)n2)ccc1OCC(C)C,-2.1%,-3.8%,-4.7%,24.5%,i,-5.9%,22.6%,16.9%,0.4%
O=C(CCc1ccccc1)OCCOC(=O)CCc1ccccc1,4.2%,0.3%,0.0%,9.7%,x,-0.4%,-4.3%,27.0%,-0.4%
CCCC(=O)N(Cc1cc(=O)[nH]c2ccccc12)c1ccccc1C,-0.8%,-0.4%,-3.9%,4.1%,x,-4.1%,-15.5%,28.7%,-1.0%
CCCn1c(CN2CCN(C(=O)OCC)CC2)nc2cc([N+](=O)[O-])ccc21,27.4%,-3.5%,2.6%,19.1%,x,-6.6%,-6.6%,2.2%,-0.5%
NN1C(=O)NC(c2ccccc2)(c2ccccc2)C1=O,4.7%,-0.6%,-4.6%,7.7%,i,-0.5%,19.1%,2.3%,0.0%
COc1ccccc1N1CCN(C(=O)c2cc(-c3ccc(Br)cc3)on2)CC1,29.6%,-0.5%,3.4%,21.6%,i,6.4%,-33.8%,24.7%,-0.2%
Nc1cc(OC(=O)c2ccc(F)cc2)nn1S(=O)(=O)c1ccccc1,-23.6%,1.1%,-11.7%,-2.6%,x,-4.6%,-0.2%,-52.1%,0.3%
Cc1nn(C)cc1CN1CCCC(C(=O)c2ccc(-c3ccccc3)c(F)c2)C1 (configuration not stated),6.1%,0.2%,-3.6%,9.8%,i,8.0%,-35.8%,-10.6%,-2.0%
Cc1ccsc1/C=N/NC(=O)c1sccc1C,x,-4.5%,-15.2%,-73.5%,i,0.0%,-1.9%,-7.0%,0.0%
COc1cc(/C=C/C(=O)OCC(=O)NC2CCS(=O)(=O)C2)ccc1O (configuration not stated),-33.3%,1.0%,-4.4%,1.0%,i,6.1%,1.0%,5.1%,0.0%
COc1ccc(S(=O)(=O)N2CCC(C(=O)OCC(=O)c3ccccc3)CC2)cc1[N+](=O)[O-],-5.8%,-2.3%,-4.5%,19.4%,i,3.4%,-1.0%,-4.4%,0.1%
NC(N)=Nc1nc2ccc([N+](=O)[O-])cc2[nH]1,9.8%,1.7%,-3.3%,6.0%,i,0.3%,22.2%,9.6%,-0.3%
CCOC(=O)CSc1nc2nc(C)cc(C)n2n1,-14.6%,-1.7%,2.9%,9.3%,i,-3.4%,21.1%,6.6%,0.6%
COc1cccc(CN2CCN(S(=O)(=O)c3ccc(Br)cc3)CC2)c1,-2.3%,-1.9%,-3.8%,-4.2%,i,-4.6%,15.0%,13.1%,-0.8%
